High-throughput results: PubChem BioAssay, The Scripps Research Institute Molecular Screening Center
Tn6 DDE FP = DD(E)-Tn6 binding inhibition, primary FP screen; P02675; Fibrin DD(E) TRITC-Tn6 fluorescence polarization displacement; actives 0.21% (n = 370,000); inhibition, % at 8.3 µM;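 active means inhibition above a per-campaign cutoff: mean of compounds within control limits plus 3 SD, cut at about 15% in these data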;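 further: 0% = median of all compound wells on the plate and 100% = blocking peptide control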
Target sequence (P02675 whole entry, looked up): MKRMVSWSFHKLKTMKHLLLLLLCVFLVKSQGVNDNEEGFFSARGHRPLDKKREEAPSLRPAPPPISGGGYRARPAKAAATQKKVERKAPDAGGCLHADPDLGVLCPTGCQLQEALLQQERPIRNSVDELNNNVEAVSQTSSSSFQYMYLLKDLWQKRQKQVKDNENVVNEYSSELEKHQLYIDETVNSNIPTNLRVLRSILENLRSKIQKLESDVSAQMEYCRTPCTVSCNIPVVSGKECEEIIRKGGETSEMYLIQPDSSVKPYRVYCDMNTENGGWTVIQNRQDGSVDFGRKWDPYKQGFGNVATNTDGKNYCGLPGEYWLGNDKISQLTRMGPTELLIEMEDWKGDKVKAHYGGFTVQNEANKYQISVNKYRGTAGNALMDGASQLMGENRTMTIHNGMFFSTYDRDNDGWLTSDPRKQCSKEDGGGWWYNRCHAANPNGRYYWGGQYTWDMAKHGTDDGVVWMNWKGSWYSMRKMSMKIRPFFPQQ
KLK7 zymogen act = proKLK7 (human) activation, primary screen. P49862. purified proKLK7, EDANS-DABCYL substrate fluorescence; 100% is mature enzyme control, 0% vehicle. activation, % at 7 µM. actives 0.9% (n = 370,000). AID 652039;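 active means activation above the mean of all tested compounds plus 3 SD, computed per campaign excluding outliers beyond control limits, cut at about 13% in these data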
Target sequence (P49862 whole entry, looked up): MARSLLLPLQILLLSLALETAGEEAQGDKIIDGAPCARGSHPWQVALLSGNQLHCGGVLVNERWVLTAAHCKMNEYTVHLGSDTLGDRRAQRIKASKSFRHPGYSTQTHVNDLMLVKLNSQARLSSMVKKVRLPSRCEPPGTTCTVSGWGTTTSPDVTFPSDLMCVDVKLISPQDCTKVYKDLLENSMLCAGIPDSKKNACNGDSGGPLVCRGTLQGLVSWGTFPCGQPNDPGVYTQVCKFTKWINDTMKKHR
MBD2 DNA inh = blocks human MBD2 binding to methylated DNA | inhibition, % at 4.4 µM | TR-FRET, MBD2 binding to methylated oligonucleotide | actives 0.31% (n = 370,000) | AID 686964; in the data active means inhibition above about 13%
UHRF1 MBD2 ctr = UHRF1 methyl-DNA binding inhibition; Q96T88; UHRF1 binding to methylated oligo, TR-FRET; inhibition, % at 4.4 µM; actives 0.75% (n = 370,000); in the data active means inhibition above about 21%;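 further: UHRF1 SRA domain binding a hemimethylated CpG hairpin DNA probe; 0% = median of test compound wells and 100% = reference inhibitor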
LEDGF integ inh = blocks HIV-1 LEDGF/p75-dependent DNA integration. TR-FRET IN-LEDGF/p75 DNA integration, Eu/Cy5. inhibition, % at 3.7 µM. actives 0.64% (n = 370,000);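 active means inhibition above the screen-wide mean plus 3 SD, cut at about 13% in these data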;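 further: signal is the Cy5 over europium emission ratio at 671 and 618 nm; 0% = plate median of compound wells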
PRMT1 FP inh = PRMT1 (human) inhibition, primary screen; Q99873; recombinant PRMT1, activity-based probe fluorescence polarization; inhibition, % at 2.79 µM; actives 1.3% (n = 370,000); AID 652257;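 active means inhibition above about 21% made by adding two undisclosed values, limit read from the data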
Target sequence (Q99873 whole entry, looked up): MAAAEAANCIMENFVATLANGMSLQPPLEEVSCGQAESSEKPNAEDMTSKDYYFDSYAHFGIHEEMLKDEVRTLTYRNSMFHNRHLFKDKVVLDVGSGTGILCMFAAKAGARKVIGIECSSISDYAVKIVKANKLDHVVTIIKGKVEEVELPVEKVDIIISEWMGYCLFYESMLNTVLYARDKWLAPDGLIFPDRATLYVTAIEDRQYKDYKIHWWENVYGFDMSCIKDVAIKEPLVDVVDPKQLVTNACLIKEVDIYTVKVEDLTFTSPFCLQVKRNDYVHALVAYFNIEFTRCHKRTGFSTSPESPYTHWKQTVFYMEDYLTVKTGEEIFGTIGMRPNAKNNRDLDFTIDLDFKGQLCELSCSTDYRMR
SIAE primary = human SIAE inhibition, primary screen; SIAE FP-Rh probe binding, fluorescence polarization; AID 1053197; inhibition, % at 9.66 µM; actives 0.69% (n = 370,000);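 active means inhibition above a cutoff: mean of compounds within the control limits plus 3 SD of those, cut at about 17% in these data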;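 further: 0% = plate median of compound wells and 100% = probe without SIAE protein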
TCR CD3 inh = human TCR-CD3 binding inhibition | TAMRA-labeled TCR probe fluorescence, biochemical | inhibition, % at 9.4 µM | actives 0.37% (n = 360,000) | AID 651800; in the data active means inhibition above about 19%;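 further: recombinant mutant TCR 2C K166C tagged with TAMRA read by polarization; 0% = receptor in buffer alone and 100% = receptor with positive control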
Tn7 DDE FP = disrupts Tn7 cyclic peptide binding to fibrin D-Dimer-E complex; P02675; FP displacement of FITC-Tn7 peptide from fibrin DD(E); 0% = median of compound wells per plate; inhibition, % at 8.3 µM; actives 0.13% (n = 370,000); AID 720508;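 active means inhibition above the mean of compounds falling within the control limits plus 3 SD of them, cut at about 14% in these data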;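 further: 0% = plate median of compound wells and 100% = 10 µM Aha-Tn7 peptide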
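Test system – human fibrin DD(E) · Times – 10 min preincubation, 3 h with tracer, room temperature · Detection – fluorescence polarization of the labelled Tn7 tracer · Measure – percent inhibition normalized to high-control wells · Benchmarks – high control wells with 10 µM unlabelled Aha-Tn7 peptide (full inhibition) · Repeats – singlicate testing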
TDP2 absorb = blocks human TDP2 phosphodiesterase activity. O95551. recombinant TDP2, T5PNP hydrolysis, p-nitrophenol absorbance 415 nm. inhibition, % at 12.8 µM. actives 0.34% (n = 370,000). AID 720702;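 active means inhibition above the mean of all tested compounds plus 3 SD, set per campaign, cut at about 25% in these data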;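 further: 0% = DMSO with enzyme and 100% = buffer with substrate but no TDP2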
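Assay system: Recombinant human TDP2 | Quantity: 120 nM TDP2 per well | Incubation: 2 h at 37 °C | Signal: Epi absorbance | Evaluation: Percent inhibition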
Numbers without * were called inactive.

For O=C(CN1CCN(c2cccc(Cl)c2)CC1)Nc1ccc([N+](=O)[O-])cc1C(=O)Nc1ccccc1F the results were Tn6 DDE FP 7.4, KLK7 zymogen act -0.2, MBD2 DNA inh -2.1, UHRF1 MBD2 ctr 1.3, LEDGF integ inh -2.2, PRMT1 FP inh 0.3, SIAE primary 7.2, TCR CD3 inh 7.0, Tn7 DDE FP 4.9 and TDP2 absorb -5.2.
`CC1(C(=O)N2CCCCC2)CCN1C(=O)c1ccccc1CCc1ccccc1` (stereo unspecified) gave Tn6 DDE FP 1.6, KLK7 zymogen act -0.7, MBD2 DNA inh -3.7, UHRF1 MBD2 ctr -3.9, LEDGF integ inh -0.8, PRMT1 FP inh -2.7, SIAE primary 7.4, TCR CD3 inh 5.6, Tn7 DDE FP -4.5 and TDP2 absorb 1.3.
Screening CCOC(=O)/C(Sc1nc(-c2ccccc2)cc(-c2ccccc2)c1C#N)=C(\C)O returned Tn6 DDE FP 4.1, KLK7 zymogen act -2.9, MBD2 DNA inh -7.8, UHRF1 MBD2 ctr -2.4, LEDGF integ inh -2.1, PRMT1 FP inh 8.4, SIAE primary 5.6, TCR CD3 inh 3.0, Tn7 DDE FP -1.4 and TDP2 absorb 6.7.
Screening CC(=O)c1ccc(NC(=O)C(C)Sc2ccccn2)cc1 (stereo unspecified) returned Tn6 DDE FP -1.9, KLK7 zymogen act 0.3, MBD2 DNA inh 2.6, UHRF1 MBD2 ctr 2.8, LEDGF integ inh -5.8, PRMT1 FP inh 3.2, SIAE primary -6.4, TCR CD3 inh -6.7, Tn7 DDE FP -1.9 and TDP2 absorb -8.1.
`CCn1cc(CN2CCC(C(=O)Nc3cccc(-c4cscn4)c3)CC2)cn1` gave Tn6 DDE FP 1.1, KLK7 zymogen act 0.3, MBD2 DNA inh 0.1, UHRF1 MBD2 ctr 0.4, LEDGF integ inh 2.4, PRMT1 FP inh -0.9, SIAE primary 1.4, TCR CD3 inh 0.7, Tn7 DDE FP -5.2 and TDP2 absorb 9.6.
`CCOCCN1CCN(c2c(C)c(C)nc3cc(-c4cc(OC)cc(OC)c4)nn23)CC1` gave Tn6 DDE FP 12.7, KLK7 zymogen act -3.1, MBD2 DNA inh -3.2, UHRF1 MBD2 ctr 3.2, LEDGF integ inh -1.2, PRMT1 FP inh -2.8, SIAE primary -17.4, TCR CD3 inh 3.9, Tn7 DDE FP 2.5 and TDP2 absorb -4.5.
`C[C@@H]1COC(=O)[C@@H](Cc2ccc(F)cc2)CC/C=C\C[C@@H](CC(=O)NCCO)C(=O)N1` gave Tn6 DDE FP 1.1, KLK7 zymogen act -0.2, MBD2 DNA inh 2.3, UHRF1 MBD2 ctr 0.8, LEDGF integ inh 0.0, PRMT1 FP inh 0.3, SIAE primary -0.9, TCR CD3 inh -1.9, Tn7 DDE FP -3.0 and TDP2 absorb -9.6.
`CCOc1ccccc1NC(=O)C1(S(=O)(=O)c2ccc(Cl)cc2)CC1` gave Tn6 DDE FP 0.7, KLK7 zymogen act 0.3, MBD2 DNA inh -1.1, UHRF1 MBD2 ctr -1.1, LEDGF integ inh -0.1, PRMT1 FP inh 0.8, SIAE primary 1.9, TCR CD3 inh 3.5, Tn7 DDE FP 0.5 and TDP2 absorb 11.5.
O=C(NCC(=O)N1CCN(c2ccccc2)CC1)c1ccc(Br)o1 was read as Tn6 DDE FP 3.5, KLK7 zymogen act 0.4, MBD2 DNA inh 2.7, UHRF1 MBD2 ctr 1.9, LEDGF integ inh 0.1, PRMT1 FP inh 2.2, SIAE primary 0.7, TCR CD3 inh 3.2, Tn7 DDE FP -4.1 and TDP2 absorb -7.7.
CC(=O)Nc1ccc(CN2CCCN(C)CC2)cc1 was read as Tn6 DDE FP 6.8, KLK7 zymogen act 0.1, MBD2 DNA inh 2.4, UHRF1 MBD2 ctr -1.4, LEDGF integ inh 0.5, PRMT1 FP inh -3.0, SIAE primary -1.8, TCR CD3 inh 5.8, Tn7 DDE FP 1.8 and TDP2 absorb 27.3*.
Nc1ccc2c(c1)C(=O)N(CC1CCCO1)C2=O (stereo unspecified) was read as Tn6 DDE FP 3.2, KLK7 zymogen act -3.1, MBD2 DNA inh -2.0, UHRF1 MBD2 ctr -2.0, LEDGF integ inh 1.4, PRMT1 FP inh -0.3, SIAE primary -3.5, TCR CD3 inh 5.2, Tn7 DDE FP 8.5 and TDP2 absorb 6.9.
For Cn1c(C(=O)NCc2ccco2)cc2c(=O)[nH]c3ccccc3c21 the results were Tn6 DDE FP 6.0, KLK7 zymogen act 0.2, MBD2 DNA inh -0.3, UHRF1 MBD2 ctr -4.6, LEDGF integ inh -2.5, PRMT1 FP inh -1.0, SIAE primary -3.7, TCR CD3 inh 11.2, Tn7 DDE FP 4.0 and TDP2 absorb -4.8.
`Cc1ccc(-c2csc3nc(SCC(N)=O)n(Cc4ccccc4)c(=O)c23)cc1` gave Tn6 DDE FP 0.3, KLK7 zymogen act -0.9, MBD2 DNA inh -2.7, UHRF1 MBD2 ctr -3.1, LEDGF integ inh -0.9, PRMT1 FP inh -1.3, SIAE primary -2.1, TCR CD3 inh 2.5, Tn7 DDE FP -8.4 and TDP2 absorb -15.1.
COc1ccc(OCc2cc(C(=O)NCCCc3ccccc3)no2)c(Cl)c1 was read as Tn6 DDE FP -1.7, KLK7 zymogen act 0.4, MBD2 DNA inh 3.5, UHRF1 MBD2 ctr -0.1, LEDGF integ inh -5.7, PRMT1 FP inh 2.2, SIAE primary -9.0, TCR CD3 inh -3.8, Tn7 DDE FP 1.4 and TDP2 absorb 0.0.
Screening COc1ccc(-c2cc(-c3ccc(Br)cc3)nc3ncnn23)cc1OC returned Tn6 DDE FP -9.5, KLK7 zymogen act 5.3, MBD2 DNA inh 3.9, UHRF1 MBD2 ctr -0.5, LEDGF integ inh -4.2, PRMT1 FP inh -0.5, SIAE primary -5.4, TCR CD3 inh -0.8, Tn7 DDE FP 6.6 and TDP2 absorb 10.8.
Screening COc1cccc(NS(=O)(=O)NC(=O)c2c[nH]c3ccccc23)c1 returned Tn6 DDE FP -5.9, KLK7 zymogen act -0.7, MBD2 DNA inh 2.3, UHRF1 MBD2 ctr -1.2, LEDGF integ inh 3.2, PRMT1 FP inh 5.5, SIAE primary 9.8, TCR CD3 inh -8.9, Tn7 DDE FP 0.4 and TDP2 absorb 5.2.
Screening Cc1ccc(-c2noc(CCC(=O)NC3CCCc4ccccc43)n2)cc1 (stereo unspecified) returned Tn6 DDE FP 2.6, KLK7 zymogen act -0.5, MBD2 DNA inh 1.1, UHRF1 MBD2 ctr -0.5, LEDGF integ inh -0.2, PRMT1 FP inh -3.4, SIAE primary 3.3, TCR CD3 inh -1.3, Tn7 DDE FP -5.8 and TDP2 absorb 3.3.
`COc1ccc(NC(=O)NNC(=O)C(O)(c2ccccc2)c2ccccc2)cc1` gave Tn6 DDE FP 0.7, KLK7 zymogen act 0.1, MBD2 DNA inh -1.3, UHRF1 MBD2 ctr -0.2, LEDGF integ inh 2.0, PRMT1 FP inh -2.6, SIAE primary -3.7, TCR CD3 inh -2.2, Tn7 DDE FP -2.8 and TDP2 absorb -5.4.
CCC(CC)NC(=O)Cc1ccc(F)cc1 was read as Tn6 DDE FP 1.7, KLK7 zymogen act 0.2, MBD2 DNA inh -0.3, UHRF1 MBD2 ctr -0.4, LEDGF integ inh 1.8, PRMT1 FP inh -1.1, SIAE primary 2.0, TCR CD3 inh 6.6, Tn7 DDE FP 3.4 and TDP2 absorb -2.7.
`CCCc1nc(SCC(=O)NCc2ccco2)c2c(=O)n(C)c(=O)n(C)c2n1` gave Tn6 DDE FP 1.2, KLK7 zymogen act 0.3, MBD2 DNA inh 1.4, UHRF1 MBD2 ctr 0.4, LEDGF integ inh 6.2, PRMT1 FP inh -0.3, SIAE primary -0.9, TCR CD3 inh -0.5, Tn7 DDE FP -1.3 and TDP2 absorb 11.2.

Random excerpt: two entries already listed
CCC(CC)NC(=O)Cc1ccc(F)cc1 was read as Tn6 DDE FP 1.7, KLK7 zymogen act 0.2, MBD2 DNA inh -0.3, UHRF1 MBD2 ctr -0.4, LEDGF integ inh 1.8, PRMT1 FP inh -1.1, SIAE primary 2.0, TCR CD3 inh 6.6, Tn7 DDE FP 3.4 and TDP2 absorb -2.7.
For Cn1c(C(=O)NCc2ccco2)cc2c(=O)[nH]c3ccccc3c21 the results were Tn6 DDE FP 6.0, KLK7 zymogen act 0.2, MBD2 DNA inh -0.3, UHRF1 MBD2 ctr -4.6, LEDGF integ inh -2.5, PRMT1 FP inh -1.0, SIAE primary -3.7, TCR CD3 inh 11.2, Tn7 DDE FP 4.0 and TDP2 absorb -4.8.

Going on with the list:
Screening CCCOC(=O)c1ccc(NC(=O)/C=C/c2cccs2)cc1 returned Tn6 DDE FP -2.5, KLK7 zymogen act -0.9, MBD2 DNA inh 2.3, UHRF1 MBD2 ctr 3.7, LEDGF integ inh -0.7, PRMT1 FP inh -2.7, SIAE primary -39.1, TCR CD3 inh -6.8, Tn7 DDE FP -0.2 and TDP2 absorb -3.4.
Screening COc1ccc(/C=N/NC(=O)CCN2CCN(c3ccccc3)CC2)c(OC)c1OC returned Tn6 DDE FP 1.4, KLK7 zymogen act -0.1, MBD2 DNA inh -5.4, UHRF1 MBD2 ctr -3.8, LEDGF integ inh 0.1, PRMT1 FP inh -0.5, SIAE primary 1.3, TCR CD3 inh 1.8, Tn7 DDE FP 0.8 and TDP2 absorb -0.8.
Screening CCCC(=O)Nc1ccc(-c2csc(NNC(C)=O)n2)cc1 returned Tn6 DDE FP 8.9, KLK7 zymogen act -2.8, MBD2 DNA inh -0.8, UHRF1 MBD2 ctr 2.4, LEDGF integ inh 3.6, PRMT1 FP inh 0.5, SIAE primary 6.6, TCR CD3 inh 0.9, Tn7 DDE FP -4.5 and TDP2 absorb -5.6.
O=c1c2cc(N3CCOCC3)ccc2[nH]c(=S)n1Cc1ccccn1 was read as Tn6 DDE FP -1.1, KLK7 zymogen act 79.6*, MBD2 DNA inh -5.8, UHRF1 MBD2 ctr -1.2, LEDGF integ inh 0.7, PRMT1 FP inh 3.8, SIAE primary -3.0, TCR CD3 inh 12.6, Tn7 DDE FP -5.5 and TDP2 absorb 5.0.
`CCOC(=O)Nc1ccc2nc3n(c(=O)c2c1)CCCCC3` gave Tn6 DDE FP -1.2, KLK7 zymogen act -0.8, MBD2 DNA inh -1.4, UHRF1 MBD2 ctr 1.3, LEDGF integ inh 2.4, PRMT1 FP inh 3.3, SIAE primary 1.1, TCR CD3 inh 6.4, Tn7 DDE FP -1.1 and TDP2 absorb 2.0.
`CCN(C[C@H]1N[C@@](C)(C(=O)OC)[C@H]2C(=O)N(Cc3ccccc3)C(=O)[C@@H]12)C(=O)Nc1ccccc1` gave Tn6 DDE FP 7.6, KLK7 zymogen act 0.5, MBD2 DNA inh -3.6, UHRF1 MBD2 ctr -0.7, LEDGF integ inh 2.0, PRMT1 FP inh -3.8, SIAE primary 1.3, TCR CD3 inh -2.1, Tn7 DDE FP 3.5 and TDP2 absorb 2.9.
CC(c1nccs1)N(C)c1nc2nonc2nc1N(C)C (stereo unspecified) was read as Tn6 DDE FP -0.5, KLK7 zymogen act -0.2, MBD2 DNA inh 2.2, UHRF1 MBD2 ctr 5.0, LEDGF integ inh 6.0, PRMT1 FP inh -1.8, SIAE primary -1.4, TCR CD3 inh -4.8, Tn7 DDE FP -5.4 and TDP2 absorb -5.9.
